Source: PubChem BioAssay
DUSP1 inh: inhibitors of human MKP-1 phosphatase; recombinant MKP-1, OMFP hydrolysis fluorescence; inhibition, %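 (compounds tested at a single concentration somewhere between 10 and 100 µM)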; 0.15% of 65,000 active; AID 374;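 active = inhibition above about 50%, limit read from the data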;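 note: 0% = DMSO max control wells and 100% = wells with enzyme stopped by NaOH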
Target sequence (P28562 whole entry, looked up): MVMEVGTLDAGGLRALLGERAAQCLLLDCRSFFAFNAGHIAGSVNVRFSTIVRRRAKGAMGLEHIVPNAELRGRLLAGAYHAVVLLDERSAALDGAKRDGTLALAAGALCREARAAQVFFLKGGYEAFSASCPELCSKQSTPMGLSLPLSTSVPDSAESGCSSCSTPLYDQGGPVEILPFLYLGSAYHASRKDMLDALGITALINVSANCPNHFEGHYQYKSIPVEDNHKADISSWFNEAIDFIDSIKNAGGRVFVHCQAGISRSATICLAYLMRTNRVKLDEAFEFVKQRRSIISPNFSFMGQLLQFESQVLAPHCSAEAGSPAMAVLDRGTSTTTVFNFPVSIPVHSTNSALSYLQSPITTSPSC
Jurkat tox 60K: cytotoxic compounds reducing Jurkat cell viability; AID 463; inhibition, % at 4 µM; 1.2% of 56,000 active; Jurkat E6.1 viability, ATP luminescence, 48 h;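 active = inhibition above the mean inhibition of all tested compounds plus 3 SD, cut at about 28% in these data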
MMP-13 inhibitor: blocks human MMP13 activity. inhibition, % at 4 µM. 0.07% of 65,000 active. AID 570. MMP-13 fTHP FRET cleavage, Mca fluorescence. P45452;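 active = inhibition above the mean of compound-free control plate wells plus 3 SD, cut at about 14% in these data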;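 note: 0% = DMSO wells and 100% = wells with reference MMP-13 inhibitor after basal subtraction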
HEK293 NFkB inh: lowers PMA/ionomycin-induced NF-kB signal in HEK293 cells; HEK-293 NF-kB luciferase reporter, luminescence; inhibition, % at 3 µM; 0.21% of 62,000 active;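 active = inhibition above the mean of all tested compounds plus 3 SD, cut at about 40% in these data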;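 note: 0% = stimulated DMSO wells and 100% = 10 µM reference inhibitor 5653914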
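Timing: 1 h pretreatment, 16 h stimulation, 37 °C; system: HEK-293 cells with stable firefly luciferase reporter driven by four HIV NF-kB elements; doses: 3 µM once, 0.30% DMSO; measured by: luciferase luminescence; control set: DMSO and 10 µM reference inhibitor; repeats: single test; reagent: PMA plus ionomycin mix as NF-kB-activating stimulus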
ROCK2 inh: blocks human Rho kinase 2 activity; AID 604; O75116; 0.35% of 60,000 active; purified ROCK2, Kinase-Glo ATP depletion luminescence; inhibition, % at 6 µM;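 active = inhibition above the screen-wide mean inhibition plus 3 SD, cut at about 18% in these data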;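 note: plate controls were DMSO wells for no effect and Y-27632 control wells after no-enzyme background subtraction for full effect; many of its hits are not listed in these tables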
Cdc25B block: human M-phase inducer phosphatase 2 inhibition. P30305. recombinant Cdc25B, OMFP fluorescence Ex485/Em525. inhibition, %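 (compounds tested at 10 µM final in the well)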. 0.1% of 65,000 active. AID 368; in the data active = inhibition above about 50%
TNAP act DEA: human TNAP activation, intermediate phosphate acceptor; activation factor at 20 µM; 64,000 tested, under 10 active; purified TNAP, CDP-star luminescence, 100 mM DEA, 30 min; stronger effect = higher value; scale: 0 levamisole-inhibited, 1 vehicle-only enzyme; P05186;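 active = activation factor of at least 2 at 20 µM, relative to controls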
Target sequence (P05186 whole entry, looked up): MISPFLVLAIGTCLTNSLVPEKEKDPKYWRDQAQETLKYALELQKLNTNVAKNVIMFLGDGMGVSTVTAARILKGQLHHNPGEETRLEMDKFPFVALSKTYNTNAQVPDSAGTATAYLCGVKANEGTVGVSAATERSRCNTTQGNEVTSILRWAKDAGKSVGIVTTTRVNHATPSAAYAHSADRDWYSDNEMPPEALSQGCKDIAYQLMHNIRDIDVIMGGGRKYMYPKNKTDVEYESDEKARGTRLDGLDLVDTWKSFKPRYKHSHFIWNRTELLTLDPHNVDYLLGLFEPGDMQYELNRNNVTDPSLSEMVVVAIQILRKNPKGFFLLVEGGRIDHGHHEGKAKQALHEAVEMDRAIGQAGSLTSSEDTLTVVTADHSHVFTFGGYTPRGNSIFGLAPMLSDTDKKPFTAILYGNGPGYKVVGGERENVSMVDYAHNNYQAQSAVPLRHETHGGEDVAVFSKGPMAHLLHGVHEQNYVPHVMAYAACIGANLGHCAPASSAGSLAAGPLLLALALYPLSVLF
PKA kinase inh: inhibitors of human protein kinase A; PKA Kemptide phosphorylation, Kinase-Glo ATP luminescence; inhibition, % at 6 µM; 0.1% of 65,000 active;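 active = inhibition above the screen-wide mean inhibition plus 3 SD, cut at about 21% in these data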; note: many of its hits are not listed in these tables
JNK3 inh: blocks human JNK3 kinase activity. P53779. purified JNK3 kinase activity, HTS. inhibition, % at 8 µM. 0.61% of 60,000 active. AID 746; in the data active = inhibition above about 17%;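 note: 0% = DMSO and 100% = reference inhibitor; many of its hits are not listed in these tables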
* marks the source's active call; other numbers are inactive results; . = no result given; [ ] = remark or other dose.

SMILES	DUSP1 inh	Jurkat tox 60K	MMP-13 inhibitor	HEK293 NFkB inh	ROCK2 inh	Cdc25B block	TNAP act DEA	PKA kinase inh	JNK3 inh
Cc1ccc(-c2nc(CN(C)C)cc(CN(C)C)c2O)cc1	2	1	-134[fluorescence artefact?]	-2	5	5	0.9	14	-3
CC1CCN(S(=O)(=O)c2ccc(S(=O)(=O)N3CCN4CCCC4C3)cc2)CC1 (configuration not stated)	5	8	0	9	1	2	0.9	5	-2
C(=N\c1nc2ccccc2n1Cc1ccccc1)/c1cccs1	11	4	4	1	5	-6	0.9	8	9
O=C(c1ccc(CS(=O)(=O)c2c(Cl)cccc2Cl)o1)N1CCCC1	13	2	2	16	-1	-2	0.9	-5	-6
O=C1C2C(c3ccccc3)C=CC(c3ccccc3)C2C(=O)N1CCO (configuration not stated)	2	5	4	10	1	-7	1	-1	-6
Cc1ccnc(NS(=O)(=O)c2ccc(NC(=O)C3CCCCC3C(=O)O)cc2)n1 (configuration not stated)	6	-1	-2	6	8	-19	0.9	11	-4
CCOc1ccccc1C1CC(c2ccc(Cl)cc2)Nc2nc(N)nn21 (configuration not stated)	29	6	3	6	2	-10	1	5	2
Cc1cc(N2CCN(C(=O)c3ccco3)CC2)n2nc(C)nc2n1	6	2	3	0	1	-11	1	7	4
O=C(CSc1nc2c(cnn2-c2ccccc2)c(=O)[nH]1)c1ccc(Cl)cc1	56*	0	-2	26	-2	35	0.9	2	1
O=C(Cn1nnc(-c2cccs2)n1)OC1CCCCC1	7	-5	-3	15	3	2	0.9	10	-6
O=C1CC(Cc2ccccc2)C(=O)N1CCc1ccc2c(c1)OCO2 (configuration not stated)	5	-5	-2	-5	2	-3	1	8	5
Cc1ccc(NCc2nnc(SCC(=O)NCCc3ccccc3)n2C)cc1	2	-4	-224	6	0	-9	0.9	0	0
CCC(=O)Nc1cccc(NC(=O)c2cccnc2)c1	-17	4	-1	4	-2	-5	0.9	-3	-1
Cn1c(CNC(=O)Nc2cccc(Cl)c2)nnc1SCc1ccccc1	8	-2	0	15	3	3	0.9	8	0
CCc1nnc(NC(=O)CN2CCN(C3CCCCC3)CC2)s1	1	.	-1	-6	.	-14	1.1	-4	.
Cc1ccc(-c2noc(CCC(=O)Nc3ccc4c(c3)OCO4)n2)cc1	-6	4	-5	10	6	-11	0.9	4	2
CCOc1cc(-c2ccc(N)c(OCC)c2)ccc1N	9	5	-12	4	-2	2	1	-5	-28
O=C(CN1C(=O)c2ccccc2S1(=O)=O)Nc1ccc(S(=O)(=O)N2CCCCC2)cc1	9	0	5	15	2	4	1	5	-2
O=C(NC12CC3CC(CC(C3)C1)C2)c1cc2nc(-c3ccco3)cc(C(F)(F)F)n2n1	15	7	-41	15	-1	3	0.9	-5	5
Cc1cc(NS(=O)(=O)c2ccc(NC(=O)Nc3ccccc3)cc2)no1	10	-6	2	-1	6	-9	1	7	2

Results in DUSP1 inh and Cdc25B block, for some of the entries so far:
SMILES	DUSP1 inh	Cdc25B block
O=C(Cn1nnc(-c2cccs2)n1)OC1CCCCC1	7	2
O=C1CC(Cc2ccccc2)C(=O)N1CCc1ccc2c(c1)OCO2 (configuration not stated)	5	-3

Remaining list, next part.
SMILES	DUSP1 inh	Jurkat tox 60K	MMP-13 inhibitor	HEK293 NFkB inh	ROCK2 inh	Cdc25B block	TNAP act DEA	PKA kinase inh	JNK3 inh
Clc1ccc(CSc2nnc(-c3ccncc3)o2)c(Cl)c1	-4	-2	4	16	10	2	1	19	1
O=C(O)c1ccc(CSc2n[nH]c(-c3ccco3)n2)cc1	23	0	-2	9	6	-5	0.9	5	-3
COc1ccc(-c2cc(C(F)(F)F)n3nc(C(=O)N4CCCC4)cc3n2)cc1	2	-1	-2	8	2	-17	1	4	-3
O=C(c1cc(-c2ccc3c(c2)OCO3)on1)N1CCN(c2ccccc2)CC1	21	7	-6	-10	4	-5	0.9	-1	-9
CCC1CCCCN1C(=O)c1nn2cccnc2c1Cl (configuration not stated)	3	2	1	1	1	-10	0.9	3	-5
Nn1c(SCC(=O)NCCC2=CCCCC2)nnc1C1CCCCC1	24	-3	-1	12	4	0	1	12	3
CCOc1ccc(-c2noc(-c3ccncc3)n2)cc1OCC	12	-6	5	6	5	-9	0.9	11	-1
COc1cc(C(c2nnnn2C(C)(C)C)N2CCN(C)CC2)cc(OC)c1OC (configuration not stated)	-8	-3	4	4	0	-12	0.8	6	3
Cc1sc2nc(SCC(=O)N3CCCCC3)[nH]c(=O)c2c1C	-11	-3	2	-5	2	1	.	1	-6
Cc1cccc(-n2ncc3c(N4CCCC4)ncnc32)c1	6	-6	-2	-18	7	-14	.	8	1

An excerpt from above in order of length of the SMILES, high to low.
SMILES	DUSP1 inh	Jurkat tox 60K	MMP-13 inhibitor	HEK293 NFkB inh	ROCK2 inh	Cdc25B block	TNAP act DEA	PKA kinase inh	JNK3 inh
COc1ccc(-c2cc(C(F)(F)F)n3nc(C(=O)N4CCCC4)cc3n2)cc1	2	-1	-2	8	2	-17	1	4	-3
COc1cc(C(c2nnnn2C(C)(C)C)N2CCN(C)CC2)cc(OC)c1OC (configuration not stated)	-8	-3	4	4	0	-12	0.8	6	3
O=C(O)c1ccc(CSc2n[nH]c(-c3ccco3)n2)cc1	23	0	-2	9	6	-5	0.9	5	-3
Nn1c(SCC(=O)NCCC2=CCCCC2)nnc1C1CCCCC1	24	-3	-1	12	4	0	1	12	3
Cc1cccc(-n2ncc3c(N4CCCC4)ncnc32)c1	6	-6	-2	-18	7	-14	.	8	1

As a short view, part of the list above:
SMILES	DUSP1 inh	Jurkat tox 60K	MMP-13 inhibitor	HEK293 NFkB inh	ROCK2 inh	Cdc25B block	TNAP act DEA	PKA kinase inh	JNK3 inh
COc1cc(C(c2nnnn2C(C)(C)C)N2CCN(C)CC2)cc(OC)c1OC (configuration not stated)	-8	-3	4	4	0	-12	0.8	6	3
Cc1sc2nc(SCC(=O)N3CCCCC3)[nH]c(=O)c2c1C	-11	-3	2	-5	2	1	.	1	-6
Cc1cccc(-n2ncc3c(N4CCCC4)ncnc32)c1	6	-6	-2	-18	7	-14	.	8	1

The listing picks up with the three entries that preceded the break.
SMILES	DUSP1 inh	Jurkat tox 60K	MMP-13 inhibitor	HEK293 NFkB inh	ROCK2 inh	Cdc25B block	TNAP act DEA	PKA kinase inh	JNK3 inh
COc1cc(C(c2nnnn2C(C)(C)C)N2CCN(C)CC2)cc(OC)c1OC (configuration not stated)	-8	-3	4	4	0	-12	0.8	6	3
Cc1sc2nc(SCC(=O)N3CCCCC3)[nH]c(=O)c2c1C	-11	-3	2	-5	2	1	.	1	-6
Cc1cccc(-n2ncc3c(N4CCCC4)ncnc32)c1	6	-6	-2	-18	7	-14	.	8	1
Cn1c(=O)n(CCN2CCOCC2)c(=O)c2c1nc1n2CCN1c1ccccc1	5	8	-2	3	-9	-27	1	-11	-3
O=C(CSC1CCCCC1)N1CCN(c2ccccc2)CC1	-1	7	0	13	0	-9	1	-3	1
O=C(NC1CCCC1)c1ccc(S(=O)(=O)N2CCCC2)cc1	-12	5	-9	-1	-4	-1	0.9	6	13
C/C(N)=C(/C#N)C(=O)COC(=O)CC1CCCC1	20	-8	-2	12	8	-26	0.9	10	5
O=C(CCN1CCN(CCO)CC1)Nc1ccc(F)c(F)c1	1	3	3	6	1	-12	0.9	1	-1
O=C(NC1CCCC1)C(c1ccc(Cl)cc1)N1CCOCC1 (configuration not stated)	11	4	4	7	-9	-9	1	4	-1
O=C(O)COc1ccc(Oc2ccccc2)cc1	-8	-2	-3	8	4	-12	0.9	7	-3
CCOC(=O)N1CCC(NC(=O)c2ccc3c(c2)ncn3C2CCCC2)CC1	9	0	-2	4	3	-11	1	9	0
COc1cc(C2=NOC(C(=O)Nc3ccc(C)cc3)C2)cc(OC)c1OC (configuration not stated)	5	4	-4	13	0	10	0.9	3	10
CCS(=O)(=O)NCc1cn2ccsc2n1	-1	0	-1	13	6	-9	1	3	0
Cc1nn(-c2ccccc2)c2sc(C(=O)OCc3nnc(-c4ccccc4)o3)cc12	15	.	0	16	.	-13	0.9	4	.
Cc1cccc(N2CC(C(=O)Nc3ccc4c(c3)OCO4)CC2=O)c1C (configuration not stated)	-1	-1	3	13	3	-5	0.9	15	3
CCOC(=O)CN(C(=O)Cn1nnc2ccccc21)C(C(=O)NCCOC)c1ccccc1 (configuration not stated)	-21	-5	3	5	6	1	0.9	11	6
O=C(Cn1nc(-c2ccccc2)ccc1=O)N1CCOCC1	3	1	-3	6	1	-13	0.9	9	-1
COCCn1nnnc1C(C(C)C)N1CCC(Cc2ccccc2)CC1 (configuration not stated)	13	6	2	10	3	-9	0.9	6	-5
CC(C)CCNC(=O)Cc1c(C(=O)O)[nH]c2ccc(Cl)cc12	24	-1	-5	-13	8	5	0.9	4	0
CCn1c(SCC(=O)Nc2ccccc2OC)nnc1-c1cnccn1	-29	0	-4	-9	-4	5	0.9	2	-2
CC(=O)C1=C(O)C(=O)N(Cc2ccccc2)C1c1ccco1 (configuration not stated)	-17	.	5	-6	.	-2	1	4	.
c1ccc(N2CCOCC2)c(Nc2nc3ccccc3n3cnnc23)c1	33	-4	-6	10	5	-15	1	10	4
O=C(CN1CCN(c2cccc(Cl)c2)CC1)N1CCCC1	5	-4	2	2	13	0	1	1	-1
C=CCSc1nc2nc(C)cc(C)n2n1	3	1	0	17	1	2	1	-1	2
CC1(C)CC(=O)C2=C(C1)NC(Nc1nc3ccccc3o1)=NC21CCCC1	1	-1	-4	6	8	3	0.9	6	-3
CCOC(=O)c1cnc(Nc2ccc(OCC)cc2)nc1C	-9	0	-3	8	-3	-3	1	-11	2
Cc1cccc(OCC(=O)N2CCC(N3CCOCC3)CC2)c1	-14	.	1	.	4	-5	0.9	4	2
O=C(NCc1cccnc1)NC1(C(F)(F)F)Oc2ccccc2O1	10	.	3	20	.	1	0.9	12	.
CC(=O)OC1CC(C)N(C(=O)c2ccccc2)c2ccc(C)cc21 (configuration not stated)	26	6	5	22	-1	1	0.9	9	-4
O=C(Nc1cccc(-c2nc3ccccc3[nH]2)c1)c1cccc(NC(=O)c2ccco2)c1	10	1	2	-26	13	-2	0.9	9	19*
CCOC(=O)C1=C(C)NC(=O)NC1C (configuration not stated)	11	4	6	0	1	-10	.	10	1
CC12CCC(=O)N1c1c(sc3nc(N4CCOCC4)c4c(c13)CCCC4)C(=O)N2 (configuration not stated)	2	.	-170[fluorescence artefact?]	.	-4	3	1	2	-5
Cc1cccc(NC(=O)Nc2cccc(F)c2)n1	-6	12	3	11	2	8	1	-2	3
CC1(C)CC(=O)C2=C(C1)OC(N)=C(C#N)C21C(=O)N2CCCc3cccc1c32 (configuration not stated)	2	-6	-1	5	5	-11	1	7	-4
O=S(=O)(c1ccc(F)cc1)N1CCN(CC(O)COCc2cccs2)CC1 (configuration not stated)	2	-2	6	16	-2	-24	0.9	13	5
COCCn1cc(C(=O)N2CCN(C)CC2)c2c3ccccc3n(C)c2c1=O	26	4	-51	18	-4	-1	1	-6	-2
C#CCn1c(=NC(=O)CN2C(=O)CCC2=O)sc2cccc(C)c21	0	-2	11	5	2	-15	0.9	10	14
